Wnt act: activates Wnt/beta-catenin signaling in a reporter cell assay. activator, plate reader. activation, % at 9.35 µM. actives 1.2% (n = 300,000); in the data active means activation above about 30%, passing the limit was not always enough;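 further: 0% = neutral control wells and 100% = positive control wells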
V-ATPase pHluor: alters yeast V-ATPase proton transport; S. cerevisiae, pHLuorin cytosolic pH fluorescence; AID 504577; response, % at 10 µM; actives 0.37% (n = 350,000); in the data active means response mostly above about 7.3%, no sharp cut-off; inactive means mostly below about 5.4%; further: actives read high; inactives centre near 0; some compounds called inactive have numbers as strong as hits; reference of the scale not given here
Cardiac RTF inh: cardiac RTF calcium desensitization; IANBD-labeled cardiac RTF, Ca2+ fluorescence; inhibition, % at 7.15 µM; actives 0.12% (n = 340,000);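 active means inhibition above the mean inhibition of all tested compounds plus 3 SD, cut at about 17% in these data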;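 further: assay run at fixed EC70 calcium of 1.6 mM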
cardiac RTF act: cardiac RTF calcium sensitization; actives 0.24% (n = 340,000); AID 493008; P19429+P45379; IANBD-labeled TnC RTF fluorescence at EC20 calcium; 0% EC20 calcium, 100% full calcium; activation, % at 7.2 µM;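 active means activation above the mean over all tested compounds plus 3 SD, cut at about 30% in these data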;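 further: rise in fluorescence read as greater calcium sensitivity of cardiac thin filaments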
C-LANA FP: KSHV C-LANA DNA binding inhibition | AID 504423 | MBP-C-LANA/FAM-LBS DNA binding, fluorescence polarization | inhibition, % at 9 µM | actives 0.078% (n = 340,000);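 active means highest replicate inhibition at or above 60% at 9 µM, even if other replicates fall short; inactive means all replicates below 60% inhibition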;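 further: 0% = neutral control wells and 100% = 4 µM acridine orange control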
Keap1 Nrf2 FP: Keap1-Nrf2 (human) interaction inhibition; Keap1 Kelch-Nrf2 peptide fluorescence polarization, 1536-well; inhibition, % at 9.4 µM; actives 0.15% (n = 340,000); AID 504523; in the data active means inhibition above about 12%;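 further: human Keap1 Kelch domain with fluorescein labeled Nrf2 9mer peptide probe; 0% = neutral control wells and 100% = peptide positive control; higher means more block of Keap1 binding to Nrf2 peptide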
DSG3 Ab inh: inhibitors of pemphigus antibody binding to human desmoglein-3; P32926; DSG3-coupled beads, scFv-anti-DSG3-GFP binding, flow cytometry; active compounds read low; binding (percent of control), % at 10 µM; actives 0.48% (n = 310,000);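 active means binding more than 3 SD below its plate's average and above zero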;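 further: hits lower antibody fragment binding to DSG3; some compounds called inactive have numbers as strong as hits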
Target sequence (P32926 whole entry, looked up, the tested form may be a part): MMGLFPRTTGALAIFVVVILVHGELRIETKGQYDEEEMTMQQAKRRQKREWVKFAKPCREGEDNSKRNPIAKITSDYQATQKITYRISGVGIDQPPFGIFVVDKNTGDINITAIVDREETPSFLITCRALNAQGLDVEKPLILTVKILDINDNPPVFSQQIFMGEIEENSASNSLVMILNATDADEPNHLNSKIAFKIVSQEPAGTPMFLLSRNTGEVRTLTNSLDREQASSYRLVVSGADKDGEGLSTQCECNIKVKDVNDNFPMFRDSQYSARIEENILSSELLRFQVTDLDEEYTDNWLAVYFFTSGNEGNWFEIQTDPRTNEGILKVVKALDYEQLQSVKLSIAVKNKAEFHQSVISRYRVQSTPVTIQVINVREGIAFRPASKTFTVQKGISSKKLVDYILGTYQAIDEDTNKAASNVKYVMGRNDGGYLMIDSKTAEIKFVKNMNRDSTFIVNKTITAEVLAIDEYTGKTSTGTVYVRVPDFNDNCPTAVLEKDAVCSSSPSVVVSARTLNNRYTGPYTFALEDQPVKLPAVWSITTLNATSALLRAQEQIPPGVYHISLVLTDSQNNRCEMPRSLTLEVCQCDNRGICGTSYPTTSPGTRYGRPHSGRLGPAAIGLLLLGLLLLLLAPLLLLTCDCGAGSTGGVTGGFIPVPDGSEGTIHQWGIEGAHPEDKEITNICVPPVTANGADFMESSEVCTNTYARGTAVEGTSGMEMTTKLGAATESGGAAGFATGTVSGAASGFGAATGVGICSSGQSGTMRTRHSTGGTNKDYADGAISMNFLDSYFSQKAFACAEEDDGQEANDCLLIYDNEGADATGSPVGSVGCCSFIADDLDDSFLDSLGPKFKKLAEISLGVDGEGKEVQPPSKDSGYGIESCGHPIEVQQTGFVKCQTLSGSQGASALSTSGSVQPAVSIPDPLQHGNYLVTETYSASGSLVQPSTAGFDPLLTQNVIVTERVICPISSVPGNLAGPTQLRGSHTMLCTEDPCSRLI
OPRM1-OPRD1 ag: OPRM1-OPRD1 heterodimerization agonism; P35372+P41143; actives 0.3% (n = 340,000); cells, luminescence; activation, % at 9.3 µM; in the data active means activation above about 18%;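 further: 0% = vehicle-treated cells and 100% = reference agonist; values of inactives mirror those of a sister screen read the other way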
OPRM1-OPRD1 inv: inverse agonist of human OPRM1-OPRD1 heterodimerization. P35372+P41143. cell-based MOR-DOR heterodimer luminescence, inverse agonism. inhibition, % at 9.3 µM. actives 0.21% (n = 340,000). AID 504357; in the data active means inhibition above about 22%, passing the limit was not always enough;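 further: 0% = cells with DMSO and 100% = wells without cells with DMSO; values of inactives mirror those of a sister screen read the other way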
Arrestin-AP2 inh: human beta-arrestin and AP2 interaction inhibition. inhibition, % at 10 µM. FITC-arrestin peptide / GST-AP2 beads, flow cytometry; AP2 beta2 appendage carries R879A mutation. actives 0.31% (n = 340,000);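 active means inhibition above a set limit, near 3 SD of compounds lacking own fluorescence, cut at about 54% in these data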;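 further: plate controls were DMSO wells for no effect and 5 µM unlabelled arrestin peptide for full effect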
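System: GST-tagged AP2 beta2-adaptin appendage (R879A) on 4 µm glutathione beads / Reagent: FITC-arrestin peptide, 50 nM / Detection: HyperCyt-sampled flow cytometry, FL1 channel, ex 488/em 535 nm / Timing: 12 min plus 1 h, RT / Buffer or medium: PBS plus Tween 20 (0.05%) and BSA (0.1%)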
An asterisk follows results filed as active. Rows are unselected; about 3.1% have a hit in one of these screens.

What do the screens show for `CC(=O)c1ccc(OC(C)C(=O)NC2CCCCC2C)cc1` (centres undefined)?
Wnt act: 0; V-ATPase pHluor: -1; Cardiac RTF inh: -5; cardiac RTF act: 7; C-LANA FP: 0.9; Keap1 Nrf2 FP: -6; OPRM1-OPRD1 ag: -3.1; OPRM1-OPRD1 inv: 12; Arrestin-AP2 inh: -5

Results for COC(=O)c1[nH]c2cccc(C)c2c1NC(=O)CN1CCN(c2ccccc2OC)CC1 ?
V-ATPase pHluor: 15; Cardiac RTF inh: -6; cardiac RTF act: -3; C-LANA FP: 0.0; Keap1 Nrf2 FP: 4; OPRM1-OPRD1 ag: -2.6; OPRM1-OPRD1 inv: 11; Arrestin-AP2 inh: 7

Results for COc1cccc(NC(=O)CN(C)C(=O)c2ccccc2CCc2ccccc2)c1 ?
Wnt act: -1; V-ATPase pHluor: -3; Cardiac RTF inh: -2; cardiac RTF act: -2; C-LANA FP: 0.2; Keap1 Nrf2 FP: 4; DSG3 Ab inh: 108; OPRM1-OPRD1 ag: 2.3; OPRM1-OPRD1 inv: -12; Arrestin-AP2 inh: -1

Results for COc1cc(CCC(=O)NCc2ccc3c(c2)OCO3)cc(OC)c1OC ?
Wnt act: -2; V-ATPase pHluor: 1; Cardiac RTF inh: -12; cardiac RTF act: 0; C-LANA FP: -0.4; Keap1 Nrf2 FP: -5; DSG3 Ab inh: 97; OPRM1-OPRD1 ag: -0.1; OPRM1-OPRD1 inv: 1; Arrestin-AP2 inh: 9

Results for CCN(CC)S(=O)(=O)c1cc(C(=O)OC)ccc1Cl ?
Wnt act: 1; V-ATPase pHluor: -1; Cardiac RTF inh: -8; cardiac RTF act: 1; C-LANA FP: -0.3; Keap1 Nrf2 FP: -3; DSG3 Ab inh: 102; OPRM1-OPRD1 ag: -2.6; OPRM1-OPRD1 inv: 13; Arrestin-AP2 inh: -4

What do the screens show for `C=CCSc1nc(Oc2ccccc2)c2sccc2n1`?
V-ATPase pHluor: -4; Cardiac RTF inh: 1; cardiac RTF act: -3; C-LANA FP: -0.3; Keap1 Nrf2 FP: 0; DSG3 Ab inh: 107; OPRM1-OPRD1 ag: 4.8; OPRM1-OPRD1 inv: -28; Arrestin-AP2 inh: 15

How did CCC(OC(=O)c1cc2sccc2n1C)C(=O)NCC1CCCO1 (centres undefined) do in these assays?
V-ATPase pHluor: -3; Cardiac RTF inh: 4; cardiac RTF act: -7; C-LANA FP: 0.8; Keap1 Nrf2 FP: -2; DSG3 Ab inh: 96; OPRM1-OPRD1 ag: -2.8; OPRM1-OPRD1 inv: 16; Arrestin-AP2 inh: 21

Results for COc1cc(C(=O)NCC(=O)NCCCSc2ccccc2)cc(OC)c1OC ?
Wnt act: 2; V-ATPase pHluor: -2; Cardiac RTF inh: -2; cardiac RTF act: -2; C-LANA FP: 0.0; Keap1 Nrf2 FP: -4; DSG3 Ab inh: 102; OPRM1-OPRD1 ag: -1.1; OPRM1-OPRD1 inv: 4; Arrestin-AP2 inh: 27

Results for O=C(N/C(=C\c1cccnc1)C(=O)N1CCC(O)CC1)c1ccccc1 ?
Wnt act: -2; V-ATPase pHluor: -2; Cardiac RTF inh: 3; cardiac RTF act: 3; C-LANA FP: -0.3; Keap1 Nrf2 FP: -3; DSG3 Ab inh: 110; OPRM1-OPRD1 ag: -2.0; OPRM1-OPRD1 inv: 10; Arrestin-AP2 inh: -4

Results for CCOC(=O)CSc1nc2c(sc3ccccc32)c(=O)n1CCCN1CCOCC1 ?
Wnt act: -4; V-ATPase pHluor: 3; Cardiac RTF inh: -10; cardiac RTF act: 4; C-LANA FP: 1.3; Keap1 Nrf2 FP: -5; OPRM1-OPRD1 ag: -1.4; OPRM1-OPRD1 inv: 9; Arrestin-AP2 inh: -5

What do the screens show for `CC(=O)N/C(=N/c1nc(C)cc(C)n1)Nc1ccc(C)cc1Cl`?
Wnt act: 2; V-ATPase pHluor: 6; Cardiac RTF inh: 0; cardiac RTF act: 8; C-LANA FP: 1.0; Keap1 Nrf2 FP: -2; DSG3 Ab inh: 105; OPRM1-OPRD1 ag: -0.6; OPRM1-OPRD1 inv: 3; Arrestin-AP2 inh: 4

Results for O=C(/C=C/c1ccccc1)N/C(=C/c1ccccc1)C(=O)NCCO ?
V-ATPase pHluor: -2; Cardiac RTF inh: -19; cardiac RTF act: -3; C-LANA FP: 0.5; Keap1 Nrf2 FP: -3; OPRM1-OPRD1 ag: -2.6; OPRM1-OPRD1 inv: 15; Arrestin-AP2 inh: 22

What do the screens show for `CCOc1ccc(CCNC(=O)c2cccs2)cc1OCC`?
Wnt act: -1; V-ATPase pHluor: 0; Cardiac RTF inh: -1; cardiac RTF act: 14; C-LANA FP: 2.2; Keap1 Nrf2 FP: -6; DSG3 Ab inh: 95; OPRM1-OPRD1 ag: -2.1; OPRM1-OPRD1 inv: 10; Arrestin-AP2 inh: -3

How did CCOC(=O)c1c(C)n(C)c2ccc(OC)c(NC(=O)CN3CCN(Cc4ccccc4)CC3)c12 do in these assays?
Wnt act: -4; V-ATPase pHluor: 2; Cardiac RTF inh: 4; cardiac RTF act: 1; C-LANA FP: 0.1; Keap1 Nrf2 FP: 4; DSG3 Ab inh: 107; OPRM1-OPRD1 ag: -0.1; OPRM1-OPRD1 inv: 1; Arrestin-AP2 inh: -4

What do the screens show for `COc1cc(OC)c2c(c1O)OC(c1ccccc1)CC2=O` (centres undefined)?
Wnt act: -1; V-ATPase pHluor: -1; Cardiac RTF inh: 5; cardiac RTF act: -2; C-LANA FP: 2.1; Keap1 Nrf2 FP: -5; DSG3 Ab inh: 99; OPRM1-OPRD1 ag: 0.0; OPRM1-OPRD1 inv: 0; Arrestin-AP2 inh: 17

What do the screens show for `CN(C)c1ccc(C(=O)/C=C/c2cccnc2)cc1`?
Wnt act: -1; V-ATPase pHluor: -3; Cardiac RTF inh: -11; cardiac RTF act: -3; C-LANA FP: 1.9; Keap1 Nrf2 FP: 3; DSG3 Ab inh: 94; OPRM1-OPRD1 ag: -2.7; OPRM1-OPRD1 inv: 13; Arrestin-AP2 inh: 38

What do the screens show for `NS(=O)(=O)c1ccc(NC(=O)COC(=O)C2(c3ccccc3F)CCCC2)cc1`?
Wnt act: -2; V-ATPase pHluor: 4; Cardiac RTF inh: -10; cardiac RTF act: 5; C-LANA FP: 0.2; Keap1 Nrf2 FP: 1; DSG3 Ab inh: 134; OPRM1-OPRD1 ag: 1.7; OPRM1-OPRD1 inv: -10; Arrestin-AP2 inh: -12

Results for COc1cc(/C=N/NC(=O)c2ccncc2)ccc1OCC(=O)Nc1cccc([N+](=O)[O-])c1 ?
Wnt act: 6; V-ATPase pHluor: -1; Cardiac RTF inh: -4; cardiac RTF act: -3; C-LANA FP: -0.3; Keap1 Nrf2 FP: 4; DSG3 Ab inh: 101; OPRM1-OPRD1 ag: -0.4; OPRM1-OPRD1 inv: 2; Arrestin-AP2 inh: 4

Results for O=c1c2ccccc2nc2n1C(CSCc1ccc(Cl)cc1Cl)CS2 (centres undefined) ?
Wnt act: -1; V-ATPase pHluor: 1; Cardiac RTF inh: -4; cardiac RTF act: -1; C-LANA FP: -1.8; Keap1 Nrf2 FP: -5; OPRM1-OPRD1 ag: 0.4; OPRM1-OPRD1 inv: -2; Arrestin-AP2 inh: -2

How did Cc1c(Br)c(=O)oc2c(C)c(O)ccc12 do in these assays?
V-ATPase pHluor: -1; Cardiac RTF inh: -12; cardiac RTF act: 8; C-LANA FP: -0.3; Keap1 Nrf2 FP: -1; OPRM1-OPRD1 ag: -0.3; OPRM1-OPRD1 inv: 2; Arrestin-AP2 inh: 1

2 entries drawn at random from those above:
What do the screens show for `CC(=O)N/C(=N/c1nc(C)cc(C)n1)Nc1ccc(C)cc1Cl`?
Wnt act: 2; V-ATPase pHluor: 6; Cardiac RTF inh: 0; cardiac RTF act: 8; C-LANA FP: 1.0; Keap1 Nrf2 FP: -2; DSG3 Ab inh: 105; OPRM1-OPRD1 ag: -0.6; OPRM1-OPRD1 inv: 3; Arrestin-AP2 inh: 4

What do the screens show for `CC(=O)c1ccc(OC(C)C(=O)NC2CCCCC2C)cc1` (centres undefined)?
Wnt act: 0; V-ATPase pHluor: -1; Cardiac RTF inh: -5; cardiac RTF act: 7; C-LANA FP: 0.9; Keap1 Nrf2 FP: -6; OPRM1-OPRD1 ag: -3.1; OPRM1-OPRD1 inv: 12; Arrestin-AP2 inh: -5

More results follow.
What do the screens show for `C=C(C)Cn1c(SCCN2CCOCC2)nc2c1c(=O)[nH]c(=O)n2C`?
V-ATPase pHluor: 1; Cardiac RTF inh: -1; cardiac RTF act: 4; C-LANA FP: -1.8; Keap1 Nrf2 FP: -6; OPRM1-OPRD1 ag: -0.6; OPRM1-OPRD1 inv: 4; Arrestin-AP2 inh: 1

How did Cc1cccc(NC(=O)c2cccc(S(=O)(=O)N3CCCC3)c2)n1 do in these assays?
Wnt act: 1; V-ATPase pHluor: 7; Cardiac RTF inh: -11; cardiac RTF act: 3; C-LANA FP: -1.3; Keap1 Nrf2 FP: 4; DSG3 Ab inh: 96; OPRM1-OPRD1 ag: 0.5; OPRM1-OPRD1 inv: -3; Arrestin-AP2 inh: 20

How did CCn1c(O)c(N=NC2=NC(=O)CS2)c2cc(C)ccc21 do in these assays?
Cardiac RTF inh: 4; cardiac RTF act: 4; C-LANA FP: 1.1; Keap1 Nrf2 FP: -3; DSG3 Ab inh: 102; OPRM1-OPRD1 ag: -2.5; OPRM1-OPRD1 inv: 15; Arrestin-AP2 inh: 2

How did Cc1cc(C)c(C#N)c(=N)o1 do in these assays?
Cardiac RTF inh: -12; cardiac RTF act: -6; C-LANA FP: 2.8; Keap1 Nrf2 FP: 2; DSG3 Ab inh: 117; OPRM1-OPRD1 ag: 0.5; OPRM1-OPRD1 inv: -3; Arrestin-AP2 inh: 8

Results for Cc1ccc(NC(=O)c2cc(-c3ccco3)on2)cc1C ?
V-ATPase pHluor: -1; Cardiac RTF inh: -12; cardiac RTF act: 8; C-LANA FP: -2.9; Keap1 Nrf2 FP: 0; DSG3 Ab inh: 99; OPRM1-OPRD1 ag: 1.4; OPRM1-OPRD1 inv: -7; Arrestin-AP2 inh: 6

What do the screens show for `C=CCn1c(NCc2cc(Cl)ccc2O)nc2ccccc21`?
Wnt act: -1; V-ATPase pHluor: -1; Cardiac RTF inh: -3; cardiac RTF act: -10; C-LANA FP: 0.3; Keap1 Nrf2 FP: -4; DSG3 Ab inh: 113; OPRM1-OPRD1 ag: 2.3; OPRM1-OPRD1 inv: -11; Arrestin-AP2 inh: 11

How did Cc1cccc2sc(NC(=O)C3CSC4(C)CCC(=O)N34)nc12 (centres undefined) do in these assays?
Wnt act: 0; V-ATPase pHluor: 5; Cardiac RTF inh: -1; cardiac RTF act: 0; C-LANA FP: 0.1; Keap1 Nrf2 FP: -2; DSG3 Ab inh: 99; OPRM1-OPRD1 ag: -2.4; OPRM1-OPRD1 inv: 12; Arrestin-AP2 inh: -7
